Screens (PubChem BioAssay)
E-sel inducer – E-selectin induction in HUVECs, primary screen, imaging, HUVEC, immunofluorescence imaging, single point; P16581; normalized: neutral wells 0, TNF-alpha wells 100; activation, % at 7.58 µM; 0.37% of 260,000 active;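 active means mean E-selectin-positive cell signal at least 10% of the positive control, reached in at least 60% of replicates, without over 20% cell loss; inconclusive means no rule given, readout overlaps actives, possibly toxicity-flagged; inactive means the rest, including those meeting only one limit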;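 further: in these data hits start at about 27%; measured in HUVEC primary endothelial cells; signal is the percent of cells scored E-selectin positive by PE staining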
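Test system: HUVEC | Signal: Immunofluorescence imaging | Read-out: Percent E-selectin-positive cells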
S100A4 MyoIIA – inhibitors of S100A4-myosin IIA peptide binding, primary screen, biochemical, fluorescence polarization, TAMRA-MyoIIA peptide; Protein S100-A4 (Homo sapiens), P26447; inhibition, % at 10.7 µM; 0.14% of 360,000 active; AID 652163, 2013;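 active means mean inhibition of at least 70% across replicates, with every replicate also reaching that level; inconclusive means mean inhibition reaches 70% but some replicates fall short; inactive means mean inhibition below 70%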
Target sequence (P26447 whole entry, looked up): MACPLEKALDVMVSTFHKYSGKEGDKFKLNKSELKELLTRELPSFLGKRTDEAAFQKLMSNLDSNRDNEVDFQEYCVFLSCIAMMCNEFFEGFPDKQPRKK
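Material: human S100A4 monomer with TAMRA-labelled myosin IIA peptide; buffer or medium: HEPES pH 7.2 with CaCl2, KCl, NaCl, DTT, Triton; compound dosing: one concentration per compound; schedule: 5 min incubation before reading; benchmarks: neutral control DMSO, positive control TFP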
RAD52 inh – RAD52 DNA annealing inhibitors, primary screen, biochemical, FRET, single point, set 2. DNA repair protein RAD52 homolog (Homo sapiens), P43351. recombinant RAD52 DNA annealing, FRET fluorescence. inhibition, % at 18.7 µM. 0.46% of 360,000 active. AID 651710, 2012;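 active means every replicate showing at least 50% inhibition; inconclusive means mean inhibition at least 50% but not in every replicate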
RAD54 inh – inhibitors of human RAD54 branch migration, primary screen, biochemical, fluorescence, single point; DNA repair and recombination protein RAD54-like (Homo sapiens), Q92698; RAD54 Holliday junction branch migration, FAM/BHQ fluorescence; inhibition, % at 10.4 µM; 0.14% of 360,000 active;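 active means mean normalized replicate activity at least 40 and at least half of replicates scoring 40 or more; inconclusive means only one of the two criteria met; inactive means mean below 40 and under half of replicates reaching 40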;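 further: 0% = median of neutral control wells and 100% = median of positive control wells; inhibitors cause a drop in the FAM fluorescence signal; in these data hits start at about 50%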
ERp5 inh – inhibitors of ERp5-driven insulin aggregation, primary screen, biochemical, turbidity, absorbance 650 nm, single point | AID 651711, 2012 | Protein disulfide-isomerase A6 (Homo sapiens), Q15084 | inhibition, % at 9.99 µM | 90 min | 0.05% of 350,000 active;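 active means mean replicate inhibition above about 25%, with every replicate also reaching it, limit read from the data, passing the limit was not always enough; inconclusive means only one of those two criteria met; inactive means neither criterion met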
esBAF inh – Bmi1 luciferase reporter increase in mESCs, primary screen, esBAF inhibitor project, mouse ES cells, Bmi1 luciferase knock-in, single point; 24 h; 100% = twice the neutral-well signal; reporter increase, % at 12.5 µM; 2% of 350,000 active; AID 602393, 2012; in the data active means activation above about 40%; inconclusive means no clear call, values can overlap the other calls;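 further: 0% = median of the plate's neutral control wells and 100% = double that signal; a rise in the Bmi1 reporter signal indicates esBAF inhibition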
ERAP1 HTS inh – human ERAP1 aminopeptidase inhibitors, primary screen, biochemical, single point, plate reader; Endoplasmic reticulum aminopeptidase 1 (Homo sapiens), Q9NZ08; recombinant ERAP1, Leu-AMC fluorescence, 60 min; inhibition, % at 10.7 µM; 0.15% of 340,000 active; AID 652197, 2013;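 active means mean replicate inhibition of at least 30%, or all replicates individually reaching that 30% level; inactive means mean below 30% and not every replicate reaching it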;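 further: 0% = neutral control wells and 100% = L-leucinethiol positive control wells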
Target sequence (Q9NZ08 whole entry, looked up): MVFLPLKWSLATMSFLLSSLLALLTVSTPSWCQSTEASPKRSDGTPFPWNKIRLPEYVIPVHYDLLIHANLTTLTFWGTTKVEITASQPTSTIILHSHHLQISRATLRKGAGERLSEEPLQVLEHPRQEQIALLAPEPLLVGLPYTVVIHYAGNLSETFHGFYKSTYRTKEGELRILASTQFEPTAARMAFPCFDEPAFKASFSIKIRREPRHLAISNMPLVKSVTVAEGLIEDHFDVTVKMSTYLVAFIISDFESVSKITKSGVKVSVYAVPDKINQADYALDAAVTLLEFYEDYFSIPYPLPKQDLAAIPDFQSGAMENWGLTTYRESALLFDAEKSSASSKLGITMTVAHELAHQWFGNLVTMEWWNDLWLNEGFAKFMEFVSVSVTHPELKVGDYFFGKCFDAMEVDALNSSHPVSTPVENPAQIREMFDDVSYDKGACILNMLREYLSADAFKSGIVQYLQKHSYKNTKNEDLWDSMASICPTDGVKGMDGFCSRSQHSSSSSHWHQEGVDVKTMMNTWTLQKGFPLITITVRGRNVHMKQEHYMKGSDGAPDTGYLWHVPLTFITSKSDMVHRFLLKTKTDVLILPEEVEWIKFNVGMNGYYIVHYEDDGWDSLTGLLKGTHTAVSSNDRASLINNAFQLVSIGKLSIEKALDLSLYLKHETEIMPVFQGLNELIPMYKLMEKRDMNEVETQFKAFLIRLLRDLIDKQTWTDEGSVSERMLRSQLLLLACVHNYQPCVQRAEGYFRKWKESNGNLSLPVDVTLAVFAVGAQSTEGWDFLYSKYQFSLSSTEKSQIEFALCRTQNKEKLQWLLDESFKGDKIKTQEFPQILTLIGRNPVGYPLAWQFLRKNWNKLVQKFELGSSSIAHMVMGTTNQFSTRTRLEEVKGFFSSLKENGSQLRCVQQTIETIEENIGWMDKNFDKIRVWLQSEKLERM
Xi reactivation – activators of inactive X chromosome reactivation, primary screen, imaging, XiGFP fibroblasts, GFP high-content imaging, set 2; XiGFP mouse fibroblasts, % GFP-positive cells imaging, 3 d; cells co-treated with 5-aza-dC sensitizer; scaled so ellipticine positive control = 100%; activation, % at 7.58 µM; 0.055% of 360,000 active; AID 743238, 2013;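 active means mean normalized replicate activation at least 10% and every replicate at or above 10%; inconclusive means only one of the two criteria met; inactive means mean below 10% and not all replicates reach 10%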;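 further: 0% = median of on-plate neutral control wells and 100% = ellipticine 6 µM median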
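Material: SV40-immortalized XiGFP fibroblast cells, line 68-5-11 | Buffer or medium: DMEM containing 5-aza-dC | Dosing: One concentration, pinned | Times: 3 d treatment, 15 min room-temperature fixation | Controls: Ellipticine 6 µM positive control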
* marks the source's active call; other numbers are inactive results; u = inconclusive; x = no result given; & = joins results of further samples. Random draw from the library (roughly 2.5% active in at least one column).

SMILES | E-sel inducer | S100A4 MyoIIA | RAD52 inh | RAD54 inh | ERp5 inh | esBAF inh | ERAP1 HTS inh | Xi reactivation
O=C(c1cc2ccccc2o1)N(C1CC1)C1(C(=O)Nc2ccccc2)CCCC1 | x | -1 | -2 | -2 | 3 | -1 | 1 | -0.2
N#C[C@H]1N[C@@H](CO)[C@H]1c1ccc(C2=CCCC2)cc1 | 1.9 | -16 | -26 | -7 | -2 | -4 | -2 | -0.1
O=C(CSc1nc2cc(Cl)c(Cl)cc2[nH]1)c1ccc2c(c1)OCO2 | 0.1 | -1 | -17 | 10 | -1 | 5 | x | 0.1
CCC(=O)N1CCCCN2[C@H](CO)[C@@H](c3ccc(-c4ccc(F)cc4)cc3)[C@@H]2C1 | 0.0 | u | -5 | -7 | -4 | 0 | 0 | 0.4
COC(=O)Cc1c(C)nc(SCc2ccccc2)[nH]c1=O | 0.5 | -2 | -20 | -8 | 2 | 3 | -3 | 0.2
O=C1C2C=C(Br)[C@H](C[C@@H]2OCCCCCCO)[C@@]12CO2 | x | -3 | -5 | 1 | 5 | x | 3 | x
CC(C)Sc1nc2c(cnn2-c2ccc(F)cc2)c(=O)[nH]1 | -0.1 | -3 | -3 | -3 | -7 | -3 | -4 | -0.1
Cc1nc(CCNC(=O)CC2C(=O)NCCN2Cc2ccc(F)cc2)sc1C (configuration not stated) | x | 0 | -12 | x | 0 | x | -2 | 0.1
O=S(=O)(c1ccc(F)cc1)N1CCN(C(=S)NCCc2ccccc2)CC1 | x | -1 | 0 | 0 | 2 | x | 1 | 0.0
Cc1cccc(Nc2nc(NCCCN3CCOCC3)nc(N)c2[N+](=O)[O-])c1 | x | -6 | -3 | -13 | -1 | x | -8 | 0.6
CCOC(=O)COc1ccc(N)cc1CC(NC(C)=O)(C(=O)OCC)C(=O)OCC | x | -4 | -21 | 5 | 0 | 0 | 1 | x
CCOc1c(S(=O)(=O)NC2CC(C)(C)NC(C)(C)C2)ccc(Cl)c1Cl | x | 3 | -5 | 8 | -3 | -7 | -4 | 0.0
COc1cc(OC)cc(C(=O)N[C@H](C(=O)Nc2nnc(C3CC3)s2)C(C)C)c1 | 5.3 | -4 | -7 | -3 | 2 | -1 | -4 | 0.0
COc1ccc(C(=O)Nc2c3c(nn2-c2ccc(Cl)cc2)CS(=O)(=O)C3)cc1 | x | -4 | -10 | 9 | -8 | -2 | -1 | 0.3
COc1ccc(-n2c(=S)[nH]c3cc(C(=O)N4CCN(c5ccccc5)CC4)ccc3c2=O)c(OC)c1 | x | -4 | -3 | -24 | -2 | -2 | -10 | 0.4
Nc1ncnc2c1ncn2[C@@H]1O[C@H](C(=O)N2CCCN(Cc3ccccc3F)CC2)[C@@H](O)[C@H]1O | 0.7 | 0 | 9 | 2 | -7 | -2 | 4 | 0.0
COc1cc(-n2c(=O)c3ccccc3n(CC(=O)c3ccccc3)c2=O)cc(OC)c1OC | x | 3 | 1 | x | -4 | x | -1 | 0.0
CC(C)c1ccc(OC(=O)c2cccc(S(=O)(=O)N3CCN(C)CC3)c2)cc1 | 0.4 | 9 | 4 | -3 | 4 | x | 106* | 0.0
CC(=O)c1cn(CCOc2ccccc2C)c2ccccc12 | x | -6 | -13 | -6 | -8 | -16 | -6 | 0.0
O=C(O)CCC(=O)N1N=C(c2ccccc2)CC1c1ccc(Br)cc1 (configuration not stated) | -0.3 | 0 | -10 | 2 | -2 | 1 | -2 | -0.1
C=C(C)C(=O)Oc1ccc(N2C(=O)[C@@H]3C4C=CC(C4)[C@@H]3C2=O)cc1 | 0.6 | -1 | -8 | -1 | 3 | -3 | 2 | 0.1
COc1ccccc1OCc1nnc(SCC(=O)Nc2nnc(C3CC3)s2)n1C | 0.0 | -3 | -10 | 5 | 4 | -1 | 0 | 0.4
COc1ccc(C(=O)N/N=C/c2ccc(N(C)c3ccccc3)cc2)cc1 | -0.1 | -1 | -20 | 8 | 7 | x | x | 0.1
CC(=O)Nc1ccc(NC(=O)C(C)Oc2ccc(C)nc2[N+](=O)[O-])cc1 (configuration not stated) | 0.6 | 1 | -10 | x | 7 | 1 | 2 | 0.1
OCC1OC(c2ccccc2)OC2COC(c3ccccc3)OC12 (configuration not stated) | x | 1 | -11 | -2 | 3 | 7 | 0 | 0.0
COc1ccc(CNC(=O)C2CSC(c3ccc(OC)cc3)N2C(C)=O)cc1 (configuration not stated) | x | 8 | -16 | -1 | -6 | 3 | x | 0.1
O=C(NCc1ccccc1)NC1(C(=O)N2CCCC2)CCCCC1 | x | 9 | -8 | 1 | -2 | x | 5 | x
C[C@@H]1CN([C@H](C)CO)C(=O)c2cc(-c3ccc(F)cc3)cnc2O[C@H]1CN(C)C(=O)c1ccc(F)cc1 | 0.1&0.0 | -2&-6&-1 | 1&2&-2 | -17&1&-11 | -6&-4&-1 | -5&-3&-1 | 7&4&1 | -0.1&-0.8
COc1ccc(C(=O)Nc2ccc3nc(C)c(C)nc3c2)cc1 | x | 2 | -13 | 4 | 1 | 62* | -4 | 0.2
Cn1cnc(S(=O)(=O)N2C[C@@H](O)COC[C@H]3O[C@@H](CC(=O)NC4CCCC4)CC[C@@H]32)c1 | 0.1 | -1 | 7 | 2 | -1 | -8 | 1 | 0.2
O=C(Cc1cccc(NC(=O)C2CCN(C(=O)c3ccccc3)CC2)c1)Nc1cccc(C(=O)N2CCCC2)c1 | -0.1 | 1 | -6 | 3 | -1 | -7 | 1 | 0.0
O=C(CN1CCN(Cc2ccc(Cl)cc2)C1=O)NCCN1CCCC1 | 0.0 | -1 | -9 | -12 | -2 | -3 | 2 | -0.2
CN(C)C(=O)C[C@H]1C=C[C@H](NC(=O)C2CC2)[C@@H](CO)O1 | -0.2 | -11 | -7 | 1 | -3 | -8 | -1 | -0.2
O=C(C[C@@H]1CC[C@H]2[C@@H](COC[C@H](O)CN2Cc2ccc(Oc3ccccc3)cc2)O1)N1CCCCC1 | 0.1 | 3 | 14 | -1 | 1 | 7 | 2 | 0.8
C/C=C/c1ccc2c(c1)O[C@H](CN(C)C(=O)Nc1cc(F)ccc1F)[C@H](C)CN([C@H](C)CO)S2(=O)=O | 0.0 | 5 | -9 | -4 | -2 | 3 | 1 | 0.2
O=C(Nc1nc2cc3c(cc2s1)OCO3)c1ccc(N2C(=O)CCC2=O)cc1 | 5.6 | -1 | -11 | -3 | -2 | x | -4 | 0.0
CCC1COC(c2cccn2Cc2ccccc2Cl)=N1 (configuration not stated) | -0.1 | -7 | -19 | -8 | -3 | -6 | 1 | 0.1
Cc1cnc(NC(=O)CCNC(=O)c2ccccc2Cl)s1 | x | -7 | -3 | 3 | 4 | 10 | 0 | 0.0
COc1ccc(NC(=O)N(C)C[C@H]2Oc3c(NC(=O)Nc4c(C)noc4C)cccc3C(=O)N([C@H](C)CO)C[C@H]2C)cc1 | -0.3 | -4 | 0 | 2 | -5 | -5 | 1 | 0.2
COc1cc(C(=O)NNC(=S)NC(=O)c2ccc(F)cc2)cc(OC)c1OC | x | -5 | -13 | x | x | x | 3 | 0.0
Cc1ccc(NC(=O)CN2CCCC2)c2c1CC(C)(C)O2 | x | -5 | -11 | x | -3 | x | 0 | -0.1
CN(C)c1ccc(CN(C(=O)c2ccco2)C2CCS(=O)(=O)C2)cc1 (configuration not stated) | x | -2 | -10 | -2 | 4 | -6 | 1 | x
CC(=O)c1cc(C(=O)N2CCc3c([nH]c4ccccc34)C2C2CCCCC2)[nH]n1 (configuration not stated) | x | -11 | -21 | x | 1 | x | 0 | 0.0
C[C@@H]1CN([C@@H](C)CO)C(=O)c2cc(-c3cccc(C#N)c3)cnc2O[C@@H]1CN(C)C(=O)C1CC1 | -0.3 | 18 | 8 | 3 | 9 | -12 | 1 | -0.9
Cc1nc2cc(NC(=O)NCc3ccccc3)ccc2o1 | x | 1 | -13 | 12 | 0 | x | 6 | x

Record cards (already shown). Screens in order: E-sel inducer	S100A4 MyoIIA	RAD52 inh	RAD54 inh	ERp5 inh	esBAF inh	ERAP1 HTS inh	Xi reactivation
O=C(Cc1cccc(NC(=O)C2CCN(C(=O)c3ccccc3)CC2)c1)Nc1cccc(C(=O)N2CCCC2)c1 in the list: -0.1	1	-6	3	-1	-7	1	0.0
CC(=O)c1cc(C(=O)N2CCc3c([nH]c4ccccc34)C2C2CCCCC2)[nH]n1 (configuration not stated) in the list: x	-11	-21	x	1	x	0	0.0

The results go on:
SMILES | E-sel inducer | S100A4 MyoIIA | RAD52 inh | RAD54 inh | ERp5 inh | esBAF inh | ERAP1 HTS inh | Xi reactivation
C/C=C/c1cnc2c(c1)C(=O)N([C@@H](C)CO)C[C@@H](C)[C@H](CN(C)Cc1ccncc1)O2 | -0.2 | -10 | 0 | -6 | 3 | -5 | 1 | 0.0
COc1ccc(OC)c(CN2C(=O)CSCC2(C)C(=O)NC(C)C)c1 (configuration not stated) | -0.2 | -9 | -1 | x | 6 | x | 2 | 0.2
OCCCn1c(CCNc2nc(-c3ccc(Cl)cc3)cs2)nc2cc(C(F)(F)F)ccc21 | 0.7 | x | x | 1 | x | 9 | x | 0.0
S=C(SSC(=S)N1CCOCC1)N1CCOCC1 | -0.2 | -1 | -9 | x | -1 | x | 12 | 4.7
CN(C)C(=O)c1cccc(-c2ccc([C@H]3[C@H]4CN(C(=O)C5CCC5)CC(=O)N4[C@H]3CO)cc2)c1 | -0.3 | 0 | -3 | x | -2 | x | 1 | 0.0
O=C(Cc1cccnc1)N[C@@H]1CC[C@H](CCn2cc(-c3ccccc3F)nn2)O[C@@H]1CO | -2.0 | -4 | 8 | 6 | -1 | -7 | 1 | -0.4
C[C@H]1CCCCO[C@H](CN(C)C(=O)Nc2ccc3c(c2)OCO3)[C@@H](C)CN([C@@H](C)CO)C(=O)c2cc(NC(=O)NC3CCCCC3)ccc2O1 | 0.0 | x | x | -26 | x | 0 | x | 0.0
COc1ccc(CNC(=O)c2ccc(Br)s2)cc1OC | -0.3 | -3 | -49 | 2 | 1 | -1 | -2 | 0.2
Cc1cccc[n+]1CC(=O)c1ccc(Cl)cc1 | 0.0 | 1 | -8 | 5 | 1 | 2 | 0 | 0.4
CN1C(=O)c2cc(NC(=O)c3ccc(F)cc3)ccc2OC[C@H]2O[C@H](CC(=O)NC3CCC3)CC[C@H]21 | 0.2 | -5 | -4 | -1 | 6 | 4 | -2 | 0.0
O=C(CSc1nnc(Cc2ccc(Cl)cc2)o1)Nc1ccccc1 | 0.4 | -2 | -15 | x | 4 | -3 | 4 | 0.0
CCOC(=O)N1CCC(NC(=O)CCc2ccccc2)CC1 | 2.3 | -6 | -16 | -9 | 3 | -5 | 1 | 0.0
C/C(N)=C(/C#N)C(=O)CSc1nc2ccccc2n1CC(C)C | -0.1 | 6 | -11 | x | 4 | 3 | -4 | 0.0
